SR-BI DiI inh: blocks mouse SR-BI lipid uptake from DiI-HDL | Q61009 | ldlA[mSR-BI] CHO cells, DiI-HDL uptake fluorescence, 3 h | inhibition, % at 12.5 µM | 320,000 tested, 0.96% active;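 active = mean replicate inhibition of at least 70% and a set share of replicates each scoring 70 or more; inconclusive = meets just one of the two criteria; inactive = fails both criteria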;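 note: 0% = median of neutral control wells and 100% = median of positive control wells; values of inactives mirror those of a sister screen read the other way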
NSD2 inh: blocks human histone methyltransferase NSD2 | 310,000 tested, 0.54% active | NSD2 peptide methylation, AlphaScreen, 120 min | O96028 | inhibition, % at 12.5 µM; in the data active = inhibition above about 50%
PKA-R1A activ: activates the PKA-R1A holoenzyme complex; AID 504707; activation, % at 11.4 µM; PKA-R1A dissociation, Cy5-IP20 fluorescence polarization; scaled: DMSO 0%, 113 µM cGMP 100%; 340,000 tested, 0.083% active; P00514+P68181;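 active = percent activation above the mean of all tested compounds plus 3 SD, cut at about 19% in these data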;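 note: higher means more PKAc released from R1A so a rise in polarization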
Mot1-301 SUMO: blocks SUMOylation pathway, rescuing yeast Mot1-301 growth. 320,000 tested, 1% active. S. cerevisiae Mot1-301 growth rescue, ATP luminescence, 38.5C; percent above DMSO median, 100 means doubled. growth rescue, % at 18.8 µM. AID 2716;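 active = every valid replicate shows activation above 250% relative to neutral control wells; inactive = the rest, any valid replicate at or below 250%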;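 note: OY570 slx delta 5 strain wells were the positive control but not used for scaling; some compounds called inactive have numbers as strong as hits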
Arr AP2 block: human beta-arrestin and AP2 interaction inhibition; FITC-arrestin peptide / GST-AP2 beads, flow cytometry; AP2 beta2 appendage carries R879A mutation; 340,000 tested, 0.31% active; inhibition, % at 10 µM;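 active = inhibition above a set limit, near 3 SD of compounds lacking own fluorescence, cut at about 54% in these data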;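 note: plate controls were DMSO wells for no effect and 5 µM unlabelled arrestin peptide for full effect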
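System: GST-AP2 R879A bound to glutathione beads, E. coli-expressed. Also added: 50 nM FITC-arrestin peptide. Schedule: compound with beads 12 min RT, then probe 1 h RT. Signal: bead flow cytometry, FITC channel. Read-out basis: percent response.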
dFosB activator: activators of mouse delta FosB homodimer. activation, % at 25 µM. 340,000 tested, 0.99% active. purified delta FosB, TAMRA-CDK5 oligo fluorescence polarization; percent of positive-control signal above neutral wells;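 active = mean activation above about 17%, with every replicate also reaching it, limit read from the data, passing the limit was not always enough; inconclusive = only one of the two conditions met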;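 note: fluorescence polarization rise as delta FosB binds a TAMRA Cdk5 AP-1 oligo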
Target sequence (P13346 whole entry, looked up): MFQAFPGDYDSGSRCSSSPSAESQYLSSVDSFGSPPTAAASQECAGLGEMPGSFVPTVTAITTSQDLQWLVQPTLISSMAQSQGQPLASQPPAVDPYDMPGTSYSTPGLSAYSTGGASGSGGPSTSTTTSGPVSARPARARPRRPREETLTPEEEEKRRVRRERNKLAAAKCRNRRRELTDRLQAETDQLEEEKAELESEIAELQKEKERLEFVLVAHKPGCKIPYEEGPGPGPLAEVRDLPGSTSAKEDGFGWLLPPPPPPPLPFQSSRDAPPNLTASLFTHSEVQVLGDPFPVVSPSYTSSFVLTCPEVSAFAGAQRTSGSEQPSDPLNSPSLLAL
CDK5 p35 inh: inhibitors of human CDK5/p35 kinase; 330,000 tested, 0.01% active; Q00535+Q15078; inhibition, % at 10 µM; Recombinant CDK5/p35, ADP-Glo luminescence, 60 min;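 active = highest replicate inhibition of at least 50% and at least 75% of replicates reaching 50%; inconclusive = only one of the two criteria met; inactive = both criteria failed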;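 note: plate controls were DMSO neutral control for no effect and GW8510 at 10 µM for full effect; many of its hits are not listed in these tables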
SR-BI uptake up: SR-BI HDL lipid transfer activation; activation, % at 12.5 µM; CHO ldlA[mSR-BI] cells, DiI-HDL uptake fluorescence, 3 h; 100 = double the neutral-control signal; AID 504775; 320,000 tested, 0.096% active;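 active = mean replicate activation of at least 60% and every replicate at or above 60%; inconclusive = mean or all-replicate condition met, but not both; inactive = mean below 60% and not all replicates reaching 60%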;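 note: 0% = median plate neutral-control signal and 100% = twice that signal; values of inactives mirror those of a sister screen read the other way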
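Assay system: CHO ldlA[mSR-BI] cells, LDL receptor-null, SR-BI overexpressing; medium: Ham's F12 with 0.5% BSA, HEPES 25 mM, pH 7.4; also added: DiI-HDL 10 µg/mL; timing: 3 h uptake period with compound, 37 °C; signal: DiI fluorescence, bottom read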
MITF TRPM1 HTS: activators of MITF-driven TRPM1 promoter activity in SK-MEL-5 cells; activation, % at 12.5 µM; SK-MEL-5 TRPM1-promoter luciferase, 24 h; % of positive control, neutral wells = 0; AID 588334; 300,000 tested, 0.75% active;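 active = mean activation of at least 80% with every replicate also reaching 80%; inconclusive = mean reaches 80% but some replicate falls short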;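 note: 0% = neutral control wells and 100% = parthenolide positive control wells; values of inactives mirror those of a sister screen read the other way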
PKA-R2B activ: activates the human PKA-R2B holoenzyme complex. 340,000 tested, 0.079% active. P22694+P31323. AID 504700. PKA-R2B holoenzyme dissociation, Cy5-IP20 fluorescence polarization; R2B truncated from residue 108, S112A mutant; 0% DMSO only, 100% 113 µM cGMP. activation, % at 11.4 µM;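 active = activation above a cutoff set at the mean over all compounds plus 3 SD, cut at about 18% in these data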;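 note: higher means more holoenzyme dissociation and a rise in polarization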
Target sequence (P31323 whole entry, looked up, other chains not shown, the tested form may be a part): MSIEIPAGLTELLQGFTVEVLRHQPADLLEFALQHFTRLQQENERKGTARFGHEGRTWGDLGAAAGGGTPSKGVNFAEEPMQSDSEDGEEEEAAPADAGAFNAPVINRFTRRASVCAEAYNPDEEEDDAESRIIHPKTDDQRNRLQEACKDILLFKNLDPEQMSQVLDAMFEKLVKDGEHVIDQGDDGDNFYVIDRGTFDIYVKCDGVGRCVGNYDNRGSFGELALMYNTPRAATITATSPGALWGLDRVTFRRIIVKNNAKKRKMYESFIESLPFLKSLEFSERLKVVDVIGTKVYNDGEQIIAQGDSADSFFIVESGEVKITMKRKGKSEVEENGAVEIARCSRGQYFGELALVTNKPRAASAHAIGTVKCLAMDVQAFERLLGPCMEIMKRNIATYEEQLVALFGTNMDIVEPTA
DSG3 Ab inh: inhibitors of pemphigus antibody binding to human desmoglein-3; P32926; DSG3-coupled beads, scFv-anti-DSG3-GFP binding, flow cytometry; hits give low values; binding (percent of control), % at 10 µM; 310,000 tested, 0.48% active; AID 588358;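 active = binding more than 3 SD below its plate's average and above zero; inconclusive = below that plate limit but binding exactly zero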;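 note: hits lower antibody fragment binding to DSG3; some compounds called inactive have numbers as strong as hits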
Active calls of the source: *; ? = inconclusive; . = no result given; & = joins results of further samples. Not a hit list, and some 4.7% of all compounds hit somewhere here.

structure,SR-BI DiI inh,NSD2 inh,PKA-R1A activ,Mot1-301 SUMO,Arr AP2 block,dFosB activator,CDK5 p35 inh,SR-BI uptake up,MITF TRPM1 HTS,PKA-R2B activ,DSG3 Ab inh
COC(=O)c1ccc(NC(=O)C2CC(=O)N(c3cc(C)ccc3C)C2)cc1 (configuration not stated),12,0,0,-2,-1,-5,0.8,-12,-15,-2,101
COc1cc(NC(=O)Cn2nnc(-c3ccccc3N)n2)cc(OC)c1,-12,3,1,5,-10,-9,1.6,12,9,-8,122
O=C(CCCNS(=O)(=O)c1cccc2nsnc12)NCc1ccccc1,-13,-1,2,-4,13,1,-0.3,13,.,8,100
O=C(COC(=O)c1ccncc1)Nc1cccc(Cl)c1,11,-7,-6,-6,22,-18,-1.1,-11,3,-20,115
COc1ccc(S(=O)(=O)N(NC2=NS(=O)(=O)c3ccccc32)C(=O)C(C)C)cc1,-21,-1,-5,-16,4,-5,-4.2,21,-1,1,104
Cc1cc(NC(=O)CN2C(=O)NC(C)(c3ccccc3)C2=O)no1 (configuration not stated),-10,0,8,-10,6,1,0.1,10,-26,-5,110
COc1cccc(CN(C)C(=O)Cn2cc(C)c(=O)[nH]c2=O)c1,.,.,-5,.,9,-10,-2.2,.,3,1,106
CC1CCC(NC(=O)C2c3ccccc3C(=O)N2Cc2ccc3c(c2)OCO3)CC1 (configuration not stated),-9,-1,-8,-35,28,-12,-0.7,9,8,-5,.
CN(Cc1ccco1)S(=O)(=O)c1nnc(NC(=O)c2ccc(F)cc2)s1,7,0,-9,18,-2,2,.,-7,-3,-8,.
CCOC(=O)c1c(NC(=O)c2nn(CC)cc2Br)c(C#N)nn1-c1ccccc1,61,.,-7,17,6,-3,2.8,-61,4,-10,98
CC(C)(C)OC(=O)N1CCN(c2ccc(CNC(=O)c3ccc(Cl)cc3)cc2)CC1,28,.,-7,1,15,-2,-4.4,-28,.,-4,.
Cn1c(SCc2ccccc2Cl)nnc1-c1cnccn1,-17,-4,-12,-11,23,-5,-0.7,17,80,7,95
Cc1cccc(NC(=S)Nc2cccc(C)n2)n1,19,-3,-2,-3,3,0,3.1,-19,20,9,101
CN1C=CC=C/C1=C1\SC(=S)N(c2ccccc2)C1=O,1,-1,-2,-6,22,3,0.7,-1,9,1,98
CCOCCn1c(CCCO)nc2ccccc21,20,.,5,234,30,2,0.2,-20,7,-6,92
O=C(Nc1c2c(nn1-c1ccccc1)CS(=O)C2)c1ccc2c(c1)OCO2 (configuration not stated),-17,1,-4,1,9,-4,2.1,17,-3,5,.
COc1ccc(N(CC(=O)Nc2ccc(C)c(C)c2)S(=O)(=O)c2c(C)noc2C)cc1,39,-5,-5,6,-7,-15,-5.3,-39,-5,-3,.
COc1ccc(C2CC(C(F)(F)F)n3nc(C(=O)NCc4c(C)nn(C)c4C)c(Cl)c3N2)cc1 (configuration not stated),32,-3,1,-3,-7,-10,-1.0,-32,-29,0,105
COC(=O)C1=C(C)N(c2ccc(C)c(C)c2)/C(=C/c2cccs2)C1=O,8,-1,-10,-4,3,-11,1.4,-8,-11,-9,107
CCNC(=O)NC(=O)C(C)OC(=O)c1ccc(-n2nc(SC)sc2=S)cc1 (configuration not stated),47,2,0,8,-4,-64,1.6,-47,5,-6,88
CC1CC(C)CN(C(=O)Cn2c(-c3nonc3N)nc3ccccc32)C1 (configuration not stated),-25,19,5,-12,19,-3,-2.0,25,.,-3,113
CCOC(=O)c1c(CN2CCCCC2)oc2ccc(OC)cc12,-19&22,19,-1&1,-16&81,6&-1,-3&-8,-0.8&-2.0,19&-22,22&-6,-7&4,104&107
CCn1c(=O)c(C(=O)Nc2ccc(C)cc2C)c(O)c2ccccc21,24,.,-9,12,-16,4,-3.7,-24,.,8,97
N#Cc1c(NC(=O)C2CCCO2)sc2c1CCCCC2 (configuration not stated),21,0,-4,-11,-10,-11,-0.4,-21,69,-2,98
Cc1cc(C)nc(N(C#N)S(=O)(=O)c2ccccc2)n1,15,1,-4,-8,2,-6,2.2,-15,-5,-3,.
CCCCC(=O)NC(c1ccccc1Cl)c1ccc2cccnc2c1O (configuration not stated),4,.,-8,3,-6,-1,-0.9,-4,-72,-2,95
CC(OC(=O)c1cnc(Cl)c(Cl)c1)C(=O)NCc1ccccc1 (configuration not stated),-1,0,-1,-6,21,2,1.3,1,-4,-8,96
CCc1cccc(C)c1NC(=O)COC(=O)c1c2c(nc3ccccc13)/C(=C\c1cccs1)CCC2,28,4,-7,22,0,1,2.4,-28,-17,-1,91
Cc1cccc(/C=C(\C#N)C(=O)Nc2ccccn2)c1,-11,-9,2,-10,9,1,-0.1,11,0,-8,108
COc1ccc(S(=O)(=O)N2CCN(C)CC2)cc1C(=O)N1CCCCC1,-3,0,5,16,6,-4,2.3,3,4,-2,104
CCOc1ccc(/C=C2/SC(=S)N(C(C(=O)O)c3ccccc3)C2=O)cc1OCC (configuration not stated),-32,24,-2,.,-13,-7,0.8,32,0,9,102
O=C(Nc1ccc(S(=O)(=O)Nc2cnc3ccccc3n2)cc1)c1ccc(Cl)c([N+](=O)[O-])c1,-12,10,-13,8,-22,-12,-1.0,12,.,-16,111
COc1ccccc1C1c2c(C)nn(-c3ccccc3)c2NC(=O)C1NC(=O)c1ccccc1 (configuration not stated),-13,-3,1,4,6,1,-2.8,13,4,8,101
COc1ccccc1C(=O)NN1C(=O)C2C3C=CC(O3)C2C1=O (configuration not stated),-41,0,6,-8,20,-5,-0.1,41,-10,2,104
COc1ccc(C(c2nnnn2C2CCCCC2)N2CCN(C)CC2)c(OC)c1 (configuration not stated),-11,-6,4,26,6,-10,-0.2,11,0,-6,97
CC(Oc1cccc(Cl)c1)C(=O)Nc1ccccc1N1CCCC1 (configuration not stated),39,-2,-8,-14,-7,-4,1.1,-39,-23,-12,110
CC(C)NC(=O)CSc1c2c(nc3ccccc13)CCCC2,-1,-2,8,-22,12,2,-0.6,1,-7,6,91
NS(=O)(=O)c1ccc(CCNC(=O)CNC(=O)c2ccc(F)cc2)cc1,-8,-1,5,2,28,1,0.7,8,6,4,.
CN(CC(=O)Nc1ccccc1Cl)CC(=O)Nc1sc2c(c1C(N)=O)CCC2,33,19,2,6,-11,-6,-2.7,-33,-8,-5,98
O=C(CSc1ncc(S(=O)(=O)c2ccccc2)c(=O)[nH]1)Nc1ccccc1Cl,.,-3,1,28,13,0,-1.5,.,-7,-3,91
COc1ccc(NC(=O)CN(C)CCOc2ccc(Cl)cc2)cc1OC,7,9,-3,82,-11,0,1.4,-7,-9,-5,92
Cc1c(C(=O)N(CCc2ccccc2)Cc2ccccc2)cccc1[N+](=O)[O-],24,0,-6,1,7,-13,2.1,-24,7,-6,.
COc1ccc(OC)c(NS(=O)(=O)c2ccc(Cl)nc2)c1,-9,0,1,-11,-3,1,0.0,9,9,-6,93
O=C(c1ccc2c(c1)OCO2)N1CCNc2ccccc2C1,-5,0,-12,9,8,3,-0.6,5,4,1,104
Cc1ccc(Nc2cc(Cl)nc(N)n2)c([N+](=O)[O-])c1,43,-4,0,.,30,4,-0.4,-43,4,6,90
Cn1c(SCC#N)nnc1-c1cnccn1,-3,4,10,1,22,4,-0.2,3,5,9,102
O=C(NCCc1ccccc1F)C1CC(=O)N(c2ccccc2)C1 (configuration not stated),-23,-1,4,-2,-8,0,-1.0,.,-10,-2,111
CCCCn1c(N)c(N(CCC(C)C)C(=O)c2[nH]c(C)c(C(=O)OCC)c2C)c(=O)[nH]c1=O,47,15,-6,3,4,-14,-3.5,-47,-1,-1,99
CS(=O)(=O)Nc1ccc(C(=O)N2CCc3ccccc3C2)cc1,-7,-1,-4,8,-12,-3,-3.9,7,5,6,102
CCCCN(Cc1ccccc1)S(=O)(=O)c1cc2c(cc1Br)CC(C)N2C(C)=O (configuration not stated),3,0,1,.,3,0,-0.1,-3,1,1,95

More structures:
structure,SR-BI DiI inh,NSD2 inh,PKA-R1A activ,Mot1-301 SUMO,Arr AP2 block,dFosB activator,CDK5 p35 inh,SR-BI uptake up,MITF TRPM1 HTS,PKA-R2B activ,DSG3 Ab inh
CCN(c1ccccc1)S(=O)(=O)c1ccc(Cl)c(NC(=O)CSc2ncn[nH]2)c1,-18,1,-8,-7,-1,1,0.7,18,13,0,.
COc1ccccc1C(=O)C1CCCN(C(=O)c2cnn(C(C)C)c2)C1 (configuration not stated),-25,1,-4,-10,53,2,0.7,25,7,-5,100
COc1ccc(CNc2cccc(C)n2)c(O)c1,-15,-2,-7,-1,0,1,-1.1,15,7,-23,108
COc1cc2c(cc1OC)CN(C(C)C(=O)N1CCc3ccccc31)CC2 (configuration not stated),-9,0,-2,15,19,-20,0.5,9,-9,5,106
CCn1ncc(C(=O)Nc2ccc(S(=O)(=O)N3CCCC3)cc2)c1C,-15,-1,-6,333,8,-3,0.0,15,-6,1,101
COc1ccc(N2CCN(C(c3nnnn3C3CCCC3)C(C)C)CC2)cc1 (configuration not stated),10,-4,-1,-16,3,-15,0.7,-10,-10,3,96
COc1ccc(NC(=O)c2nc3nccc(C)n3n2)cn1,-17,-1,2,-4,32,-2,2.1,17,45,3,.
CCCC(=O)N(Cc1cc2ccccc2[nH]c1=O)c1ccccc1OC,-7,0,-8,-6,33,-6,0.0,7,-8,3,109
COc1ccc2c(c1)c1nc3ccccc3nc1n2CC(=O)OC(C)C,29,-5,-4,11,7,?,-1.3,-29,.,-7,101
Cc1cc(Br)ccc1OCCCCN1CCC(C)CC1,-26,9,-14,115,9,-2,2.2,26,6,-2,108

Screening results as filed in PubChem BioAssay.
